Screening data (PubChem BioAssay)
Tau fil binding: tau filament binding. P10636. recombinant tau filaments, thioflavin S fluorescence, 15 h; filaments grown with octadecylsulfate alongside compound. Potency, µM (series often up to 57.1 µM), inactives show at the highest dose activity change, negative = inhibition. 71,000 compounds, 2% hits. AID 596;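 note: potency is the fitted concentration of half-maximal effect; % is set by controls: 0 for no effect and ±100 for the full control effect; actives lower thioflavin S fluorescence by blocking filaments or displacing dye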
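Read-out: ThS fluorescence, 450 nm excitation/510 nm emission; lower signal marks blocked filament formation or displaced dye. Tau at 1 uM with 30 uM ODS, 10 uM ThS, 5 mM DTT, 100 mM NaCl, 10 mM HEPES pH 7.4; 15 h, 37 C.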
4-MU autofl: compound fluoresces in the 4-MU spectral region. 59,000 compounds, 11% hits. max dye-equivalent concentration, M. compound autofluorescence, 340/450 nm, 4-MU equivalents; active compounds read high; in the data active = max dye-equivalent concentration above about 10 nM; inconclusive = mostly about 1.1 nM to 9.6 nM
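Intrinsic fluorescence at 340/450 nm (ex/em) was read after 15 min at room temperature in pH 8.0, 100 mM Tris. Each compound concentration expressed as 4-MU-equivalent concentration from a six-point 4-MU standard series on each plate.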
Fluorescein fluor: compound fluoresces in the fluorescein spectral region. Compound autofluorescence, 480/540 nm, fluorescein-equivalent; active compounds read high. max fluorescein-equivalent concentration, M. 59,000 compounds, 0.91% hits; in the data active = max fluorescein-equivalent concentration above about 10 nM; inconclusive = between about 1.1 nM and that limit
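Compounds (23 nL) in 100 mM Tris pH 8.0, 15 min at room temperature, then fluorescence read at 480 nm excitation/540 nm emission. Signal converted to fluorescein-equivalent concentration from an on-plate fluorescein standard curve.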
Luciferase inh: inhibitors of firefly luciferase; Potency, µM (highest dose often 57.1 µM), inactives show top-dose activity change, negative = inhibition, usual class: inhibitors; AID 411; purified firefly luciferase, luminescence, 8 min; 72,000 compounds, 2.2% hits; note: potency is the fitted concentration of half-maximal effect; % is set by controls: 0 for no effect and ±100 for the full control effect; nearly all actives have a fitted effect of over 40% in size
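qHTS concentration-response profiling: light output of P. pyralis luciferase with luciferin and 10 uM ATP, imidazole buffer pH 7.2. Read by luminescence after 8-min room-temperature incubation.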
HEK293 cAMP cs: raises cAMP in parental HEK293 cells, TSHR agonist counter-screen; Potency, µM (series often up to 57.1 µM), for inactives: top-dose activation, most hits filed as activators; parental HEK293 CNG cAMP sensor, membrane potential fluorescence; AID 938; 73,000 compounds, 2.5% hits; note: potency is the fitted concentration of half-maximal effect; % of control where 0% means no effect; nearly all actives have a fitted effect of over 55% in size
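Counterscreen for endogenous-receptor signalling: CNG-channel HEK 293 cells report cAMP rise by membrane depolarization. After 60 min dye equilibration with 100 uM RO 20-1724, compounds incubated 30 min before bottom-read fluorescence at 590 nm.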
Caspase-1 inhib: caspase-1 (human) inhibition, allosteric or competitive. P29466. AID 900. Caspase-1 enzyme, Ac-WEHD-AFC fluorogenic rate. Potency, µM (series often up to 57.5 µM), for inactives: at the highest dose activity change, negative = inhibition, actives largely listed as inhibitors. 75,000 compounds, 0.03% hits;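 note: potency is the fitted concentration of half-maximal effect; plate controls were vehicle for no effect and no substrate for full effect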
ERK AVP inh: blocks ERK signaling stimulated by vasopressin; HEK293-V1b, vasopressin-stimulated pERK AlphaScreen; Potency, µM (doses to about 57.5 µM), for the others: at the highest dose activity, negative = inhibition, most hits filed as inhibitors; 72,000 compounds, 0.99% hits; AID 995; note: potency is the fitted concentration of half-maximal effect; % is set by controls: 0 for no effect and ±100 for the full control effect; nearly all actives have a fitted effect of over 55% in size
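Overnight-seeded V1b-HEK293 cells in 1% FBS got compound, then vasopressin (25 nM final, 5 min, 37C), then lysis buffer. AlphaScreen detection of phospho-ERK; activity normalized to basal and full-stimulation controls.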
Caspase-7 inhib: allosteric or competitive inhibitors of human caspase-7. 75,000 compounds, 0.02% hits. P55210. Potency, µM (highest dose often 57.5 µM), for the others: top-dose activity change, negative = inhibition, hits mostly inhibitors. recombinant caspase-7, Ac-DEVD-AFC fluorescence rate; active = well fitted inhibition curve with a large enough effect in the main read-out, with a control signal flat, not every such curve was filed as active; inconclusive = small, poorly fitted or top-dose-only effect, or a change in a side signal; note: potency is the fitted concentration of half-maximal effect; % of control where 0% means no effect
TexasRed autofl: Texas Red region autofluorescence | Compound fluorescence, Texas Red channel, 547/618 nm; active compounds read high | max dye-equivalent concentration, M | 59,000 compounds, 0.06% hits | AID 587; in the data active = max dye-equivalent concentration above about 10 nM; inconclusive = between about 1.1 nM and that limit
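Spectral interference profiling: each compound concentration's relative fluorescence, read with a 547 nm excitation and 618 nm emission filter pair, was normalized to a per-plate Texas Red standard curve.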
Rhodamine autofl: compound fluoresces in the rhodamine spectral region. Rhodamine-region fluorescence, 547/598 nm, Tris buffer; active compounds read high. max dye-equivalent concentration, M. 59,000 compounds, 0.05% hits. AID 594; in the data active = max dye-equivalent concentration above about 11 nM; inconclusive = between about 1.1 nM and that limit
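Intrinsic compound fluorescence, ex 547 / em 598 nm, CCD imager. Tris 100 mM pH 8.0; 15 min RT. Output = rhodamine dye-equivalent concentration at each compound concentration.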
A350 autofl: A350 region autofluorescence; AID 590; 59,000 compounds, 11% hits; Compound autofluorescence, 340/450 nm, Alexa 350 dye-equivalents; active compounds read high; max dye-equivalent concentration, M; in the data active = max dye-equivalent concentration above about 10 nM; inconclusive = mostly about 1.1 nM to 9.6 nM
Starred values were filed as active, the others as inactive; i = inactive; u = inconclusive; x = no result given; [ ] = dose if it differs, or a comment. Unless noted, calls come from the whole dose curve; as a rule, active = well fitted curve in the direction sought with a large enough effect; inconclusive = small, poorly fitted or top-dose-only effect, or another doubt; inactive = no such curve, though single readings can be large; an effect the other way counts as inactive or inconclusive.

structure	Tau fil binding	4-MU autofl	Fluorescein fluor	Luciferase inh	HEK293 cAMP cs	Caspase-1 inhib	ERK AVP inh	Caspase-7 inhib	TexasRed autofl	Rhodamine autofl	A350 autofl
COc1ccc(C2NC(C(=O)O)CS2)cc1COCC(F)(F)F (stereo not given)	-26%	i	i	1%	8%	-1%	-6%	-1%	i	i	i
O=C(CSc1nc2c(c(=O)n1-c1ccc(Cl)cc1)SCC2)N1CCOCC1	3%	x	x	-11%	25%	-2%	x	1%	x	x	x
CCOc1ccccc1NC(=O)C1CCN(S(=O)(=O)c2ccc(OC)c(OC)c2)CC1	18%	x	x	-1%	-4%	-4%	u	-7%	x	x	x
O=C(c1cc2ccccc2c(=O)o1)N1CCc2ccccc2C1	1%	i	i	0%	8%	-1%	18%	0%	i	i	i
CCSC1(SCC)N=C(N)C2(C#N)C(c3ccc(OC)c(OC)c3OC)C12C#N (stereo not given)	-2%	i	i	-6%	6%	-3%	15%	2%	i	i	i
COc1cc(C)nc(Oc2ccc(/C=N/O)cc2)n1	11%	x	x	0%	2%	-1%	-10%	-1%	x	x	x
O=C(O)c1ccc2c(c1)C(=O)N(c1ccc(Cl)cn1)C2=O	3%	x	x	1%	0%	-3%	-6%	-1%	x	x	x
NC[C@@H]1O[C@H](c2ccccc2)Cc2c1ccc(O)c2O	-9%	x	x	-1%	-8%	2%	-14%	-1%	x	x	x
COC(=O)CN(c1ccccc1OC)S(=O)(=O)c1ccccc1	1%	i	u	2%	12%	0%	u	3%	i	i	i
COc1ccc(Nc2cc(C(=O)NCCCN3CCN(C)CC3)c3ccccc3n2)cc1OC	16µM*	i	u	25µM*	u	0%	16%	-4%	u	i	i
CC(C)CNC(=O)c1cccc(NC(=O)C2CCCO2)c1 (stereo not given)	20%	i	i	2%	-1%	-1%	-15%	0%	u	i	i
COCc1c(C(=O)OCC(=O)N2c3ccccc3CC2C)oc2ccccc12 (stereo not given)	0%	i	u	2%	8%	-2%	29%	-2%	i	i	i
CCCCOC(=O)CSc1nc2c(cc1C#N)C(=O)CC(C)(C)C2	-18%	i	u	0%	20µM*	-2%	36%[activator]	-1%	u	i	i
O=C1C2CCC(C(O)C2)N1Cc1ccccc1 (stereo not given)	-8%	i	i	-1%	u	-1%	24%	0%	i	i	i
Cn1cccc1C(=O)N1CCC2(CCCN(c3ccc(-c4ccccc4)cc3)C2)CC1	-10%	i	i	1%[11.4 µM]	-4%	-5%	-11%	-5%	i	i	i
COc1ccc(NC(=O)c2ccco2)cc1NC(=O)c1cccnc1	5%	i	i	2%	17%	-2%	-20%	-1%	i	i	i
CC(C(=O)N(C1CC1)C1(C(=O)Nc2ccccc2)CCCC1)N1C(=O)c2ccccc2C1=O (stereo not given)	u	i	i	-1%	u	-5%	4%	1%	i	i	i
COc1ccc(Nc2oc(COc3cccc(C)c3)nc2C#N)cc1	-7%	i	i	u	4%	-3%	u	-1%	u	i	i
CCOC(=O)c1ccccc1NC(=O)CSc1nccn1C	-2%	u	u	3%	3%	2%	5%	0%	i	i	u
COc1ccccc1N(CC(=O)Nc1ccccc1C(=O)NC(C)C)S(C)(=O)=O	-4%[11.4 µM]	x	x	2%	14%[11.4 µM]	-1%	10%	1%	x	x	x
O=C(CSc1ncnc2ccccc12)NCc1ccco1	7%	i	u	-1%	2%	-1%	-12%	-1%	i	i	i
Cc1cc(Nc2ccccc2F)n2ncnc2n1	4%	x	x	3%	2%	-1%	-20%	0%	x	x	x
Cc1onc(-c2c(Cl)cccc2Cl)c1C(=O)N1CCc2ccccc21	8%	x	x	1%	u	-1%	-2%	-1%	x	x	x
CC(C)[C@@H](OCc1ccccc1)[C@H](C)/C=N\OC[C@@H](O)COCc1ccco1	x	x	x	1%[11.4 µM]	8%[11.4 µM]	0%[11.5 µM]	8%[11.5 µM]	0%[11.5 µM]	x	x	x
CCCCCCCCCCCCCCCCOC[C@@H](COCC(F)(F)F)OP(=O)(O)OCO	2%	i	u	2%	21%	x	x	x	i	i	i
Cc1ccccc1NC(=O)c1nc[nH]c1C(=O)NCc1ccccc1	82%	i	i	2%	9%	-1%	25µM*	-6%	i	i	i
CS(=O)(=O)N1CCc2cc(S(=O)(=O)N3CCN(Cc4ccc5c(c4)OCO5)CC3)ccc21	2%	i	i	-3%	3%	0%	9%	1%	i	i	u
NS(=O)(=O)c1ccc(NC(=O)Nc2ccccc2F)cc1	0%[11.4 µM]	i	u	-4%[11.4 µM]	11%[11.4 µM]	-1%[11.5 µM]	19%[11.5 µM]	-1%[11.5 µM]	i	i	i
Cc1ccc(C(=O)Nc2ncc3c(n2)CC(c2ccco2)CC3=O)cc1 (stereo not given)	-24%	i	i	-3%	19%	-2%	-31%	-4%	i	i	u
Cc1ccc(-n2c(C)cc(C(=O)COC(=O)c3c(C)noc3C)c2C)cc1	6%	i	u	25µM*	u	1%	4%	-1%	i	i	i
O=C(O)[C@H]([C@H]1NCCS1)N1Cc2ccccc2C1	0%[11.4 µM]	i	i	3%[11.4 µM]	2%[11.4 µM]	-1%[11.5 µM]	3%[11.5 µM]	1%[11.5 µM]	i	i	i
CSc1c[n+]2c(n1C)CCC2	-10%	i	u	-1%	3%	-1%	-10%	-1%	i	i	i
CCCCOc1ccc(C(=O)OC2CC(C)N(C)CC2C)cc1 (stereo not given)	x	i	i	3%[25.5 µM]	x	x	x	x	i	i	i
COc1cccc2cc(-c3cn4cccc(C)c4n3)c(=O)oc12	-6%	1.1e-07M*	i	-7%	1%	u	-27%	-16%	i	i	1.4e-07M*
Cc1ccc(N2CCN(S(=O)(=O)c3ccc(F)c(C)c3)CC2)c(C)c1	-10%	i	i	-2%	22%	-1%	33%[activator]	0%	i	i	i
CCCC(=O)Nc1cc(OC)c(OC)cc1C(=O)O	6%	i	i	-4%	-2%	-1%	-4%	1%	u	i	i
CC1(C)Cc2nc(NCCCO)c(C#N)cc2CO1	x	1.3e-06M*	i	1%[25.5 µM]	x	x	x	x	i	i	1.4e-06M*
CSc1snc(SCC(N)=O)c1C#N	3%	i	i	7%	2%	-2%	u	0%	i	i	u
CCOc1cccc(N2C(=O)CC(N3CCC(C(N)=O)(N4CCCCC4)CC3)C2=O)c1 (stereo not given)	-12%	i	i	0%	-2%	0%	-9%	-2%	i	i	i
O=C(NCCCN1CCN(c2cccc(Cl)c2)CC1)c1nc(-c2ccncc2)no1	0%	i	i	4%	u	0%	-19%	-2%	i	i	u
CC(C)(C)NC(=O)c1ccccc1-c1nc(-c2ccccc2Cl)no1	5%	i	i	20µM*	16µM*	-3%	25%	1%	i	i	i
CCOC(=O)C1CCN(c2c(N3CCCCCC3)c(=O)c2=O)CC1	-10%	x	x	-1%	5%	-4%	-20%	-1%	x	x	x
CC(C)NC(=O)Cn1nnc(-c2cccc(NC(=O)c3ccccc3F)c2)n1	282%	i	i	4%	2%	3%	7%	-2%	i	i	i
CCc1ccccc1N1CCN(S(=O)(=O)c2ccc(F)c(C)c2)CC1	-22%	i	u	0%	u	-1%	21%	0%	u	i	i
Cc1cc(/C(=N/O)C(C)(C)NO)ccc1Cl	4%	u	i	4%	1%	0%	-3%	0%	i	i	u

Part of the list above, field by field.
CCc1ccccc1N1CCN(S(=O)(=O)c2ccc(F)c(C)c2)CC1
  Tau fil binding: -22%
  4-MU autofl: i
  Fluorescein fluor: u
  Luciferase inh: 0%
  HEK293 cAMP cs: u
  Caspase-1 inhib: -1%
  ERK AVP inh: 21%
  Caspase-7 inhib: 0%
  TexasRed autofl: u
  Rhodamine autofl: i
  A350 autofl: i
Cc1cc(/C(=N/O)C(C)(C)NO)ccc1Cl
  Tau fil binding: 4%
  4-MU autofl: u
  Fluorescein fluor: i
  Luciferase inh: 4%
  HEK293 cAMP cs: 1%
  Caspase-1 inhib: 0%
  ERK AVP inh: -3%
  Caspase-7 inhib: 0%
  TexasRed autofl: i
  Rhodamine autofl: i
  A350 autofl: u

Later entries
structure	Tau fil binding	4-MU autofl	Fluorescein fluor	Luciferase inh	HEK293 cAMP cs	Caspase-1 inhib	ERK AVP inh	Caspase-7 inhib	TexasRed autofl	Rhodamine autofl	A350 autofl
O=C(CSc1nc2c(c(=O)[nH]1)CCC2)Nc1cccc(Cl)c1	-4%	i	i	1%	28%	2%	5%	0%	u	i	i
O=C(CN(c1ccc(F)cc1)S(=O)(=O)c1ccc2c(c1)OCCO2)N1CCOCC1	-4%	x	x	0%	u	0%	-6%	0%	x	x	x
Cc1cc(Br)ccc1NC(=O)C1CCCO1 (stereo not given)	9%	i	u	0%	4%	-3%	-10%	0%	u	i	i
O=C(c1cc(-c2ccccc2O)on1)N1CCc2ccccc2C1	171%	x	x	-8%	7%	-3%	u	-8%	x	x	x
CCN(C(=O)c1c(-c2ccccc2)noc1C)c1ccccc1	-1%	2.2e-08M*	i	-2%	8%	0%	-9%	0%	i	i	2.1e-08M*
O=C(Nc1ccc(F)cc1)c1cccc2c1C(=O)N(Cc1ccccn1)C2	17%	i	i	-3%	u	0%	34%	-1%	i	i	i
COc1cccc(C(=O)Cn2c(=O)n(CC3CCCO3)c(=O)c3ccccc32)c1 (stereo not given)	0%	i	i	0%	22%	0%	-14%	0%	i	i	i
O=S(=O)(N1CCCCC1)N1CCCN(S(=O)(=O)N2CCCCC2)CC1	2%	i	i	0%	28%	1%	-1%	0%	i	i	i
COc1ccc(Cl)cc1C(=O)Nc1nnn(C)n1	2%	i	u	7%	1%	1%	-9%	1%	i	i	i

An excerpt, so the mix of outcomes need not match the whole.
